ROCK2 inh: inhibitors of human ROCK2 kinase, primary screen, biochemical, high-throughput, luminescence. Rho-associated protein kinase 2 (Homo sapiens), O75116. inhibition, % at 6 µM. 0.35% of 60,000 active. purified ROCK2, Kinase-Glo ATP depletion luminescence;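 active means inhibition above the screen-wide mean inhibition plus 3 SD, cut at about 18% in these data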;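 further: plate controls were DMSO wells for no effect and Y-27632 control wells after no-enzyme background subtraction for full effect; many of its hits are not listed in these tables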
PKA kinase inh: inhibitors of human PKA kinase activity, primary screen, biochemical, ATP-depletion luminescence, Kemptide substrate; cAMP-dependent protein kinase catalytic subunit alpha (Homo sapiens), P17612; PKA Kemptide phosphorylation, Kinase-Glo ATP luminescence; inhibition, % at 6 µM; 0.1% of 65,000 active; AID 524, 2006;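 active means inhibition above the screen-wide mean inhibition plus 3 SD, cut at about 21% in these data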; further: many of its hits are not listed in these tables
MMP13 inh: human MMP13 inhibitors, primary screen, biochemical, FRET peptide cleavage. 0.07% of 65,000 active. Collagenase 3 (Homo sapiens), P45452. MMP-13 fTHP FRET cleavage, Mca fluorescence. inhibition, % at 4 µM. AID 570, 2006;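 active means inhibition above the mean of compound-free control plate wells plus 3 SD, cut at about 14% in these data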;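 further: 0% = DMSO wells and 100% = wells with reference MMP-13 inhibitor after basal subtraction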
MKP-1 inh: MKP-1 phosphatase inhibitors, primary screen, biochemical, in vitro; Dual specificity protein phosphatase 1 (Homo sapiens), P28562; recombinant MKP-1, OMFP hydrolysis fluorescence; inhibition, %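 (compounds tested at a single concentration somewhere between 10 and 100 µM)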; 0.15% of 65,000 active; AID 374, 2006;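 active means inhibition above about 50%, limit read from the data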;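 further: 0% = DMSO max control wells and 100% = wells with enzyme stopped by NaOH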
Target sequence (P28562 whole entry, looked up): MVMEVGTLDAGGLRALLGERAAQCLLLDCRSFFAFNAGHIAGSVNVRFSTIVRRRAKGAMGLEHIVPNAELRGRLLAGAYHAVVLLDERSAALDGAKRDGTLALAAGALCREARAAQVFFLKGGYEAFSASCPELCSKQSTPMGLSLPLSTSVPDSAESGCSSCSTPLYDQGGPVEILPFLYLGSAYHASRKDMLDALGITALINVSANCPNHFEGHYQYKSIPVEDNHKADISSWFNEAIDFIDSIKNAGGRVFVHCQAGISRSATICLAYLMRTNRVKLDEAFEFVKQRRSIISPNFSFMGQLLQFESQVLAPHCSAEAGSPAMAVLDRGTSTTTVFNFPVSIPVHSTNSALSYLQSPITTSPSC
TNAP act DEA: human TNAP enzyme activators, primary screen, biochemical, luminescent, intermediate phosphate acceptor level; activation factor at 20 µM; Alkaline phosphatase, tissue-nonspecific isozyme (Homo sapiens), P05186; 64,000 tested, under 10 active; purified TNAP, CDP-star luminescence, 100 mM DEA, 30 min; stronger effect = higher value; scale: 0 levamisole-inhibited, 1 vehicle-only enzyme;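 active means activation factor of at least 2 at 20 µM, relative to controls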
HEK293 NFkB inh: inhibitors of PMA/ionomycin-induced NF-kB reporter, primary screen, antigen receptor NF-kB inhibitor project, cell-based, HEK-293 luciferase reporter, luminescence; HEK-293 NF-kB luciferase reporter; inhibition, % at 3 µM; 0.21% of 62,000 active; AID 465, 2006;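 active means inhibition above the mean of all tested compounds plus 3 SD, cut at about 40% in these data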;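 further: 0% = stimulated DMSO wells and 100% = 10 µM reference inhibitor 5653914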
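Timing: 1 h pretreatment, 16 h stimulation, 37 °C; system: HEK-293 cells with stable firefly luciferase reporter driven by four HIV NF-kB elements; doses: 3 µM once, 0.30% DMSO; measured by: luciferase luminescence; control set: DMSO and 10 µM reference inhibitor; repeats: single test; reagent: PMA plus ionomycin mix as NF-kB-activating stimulus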
JNK3 inh: JNK3 kinase activity inhibitors, primary screen, biochemical, human, purified enzyme. inhibition, % at 8 µM. Mitogen-activated protein kinase 10 (Homo sapiens), P53779. AID 746, 2007. 0.61% of 60,000 active. HTS; in the data active means inhibition above about 17%;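 further: 0% = DMSO and 100% = reference inhibitor; many of its hits are not listed in these tables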
Target sequence (P53779 whole entry, looked up): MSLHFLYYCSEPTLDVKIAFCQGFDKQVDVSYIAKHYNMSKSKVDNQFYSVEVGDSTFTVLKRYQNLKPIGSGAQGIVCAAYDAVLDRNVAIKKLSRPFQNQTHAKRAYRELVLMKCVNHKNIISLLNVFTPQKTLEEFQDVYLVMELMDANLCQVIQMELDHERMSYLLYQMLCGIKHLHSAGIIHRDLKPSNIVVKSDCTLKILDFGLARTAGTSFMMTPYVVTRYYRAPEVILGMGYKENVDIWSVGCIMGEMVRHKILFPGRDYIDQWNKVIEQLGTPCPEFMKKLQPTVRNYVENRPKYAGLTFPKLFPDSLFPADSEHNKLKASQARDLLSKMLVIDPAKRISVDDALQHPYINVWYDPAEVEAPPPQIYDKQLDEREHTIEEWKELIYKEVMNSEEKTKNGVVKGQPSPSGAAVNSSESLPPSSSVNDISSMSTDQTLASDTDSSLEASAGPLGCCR
Jurkat viability: cytotoxicity toward Jurkat T cells, primary screen, cytotoxicity control, cell-based, Jurkat E6.1, 60K MLSMR library; Jurkat E6.1 viability, ATP luminescence, 48 h; inhibition, % at 4 µM; 1.2% of 56,000 active; AID 463, 2006;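 active means inhibition above the mean inhibition of all tested compounds plus 3 SD, cut at about 28% in these data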
Cdc25B block: inhibitors of Cdc25B phosphatase catalytic domain, primary screen, biochemical, OMFP fluorescence; M-phase inducer phosphatase 2 (Homo sapiens), P30305; recombinant Cdc25B, OMFP fluorescence Ex485/Em525; inhibition, %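 (compounds tested at 10 µM final in the well)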; 0.1% of 65,000 active; AID 368, 2006; in the data active means inhibition above about 50%
Active calls of the source: *; · = not tested or not shown; [ ] = another dose, or the depositor's remark. This is a random part of the collection; about 1.9% have a hit in one of these screens.

Sequence of screens – ROCK2 inh	PKA kinase inh	MMP13 inh	MKP-1 inh	TNAP act DEA	HEK293 NFkB inh	JNK3 inh	Jurkat viability	Cdc25B block
> Cc1c(C)n(CC(O)CN2CCCCCC2)c2ccccc12 (configuration not stated)
  7	9	-9	3	0.9	-1	-5	-1	-10
> COCc1[nH]nc2c1C(c1ccsc1)C(C#N)=C(N)O2 (configuration not stated)
  2	7	-2	-5	0.9	-7	-2	2	-1
> Oc1ccc(Br)cc1CNn1cnnc1
  1	0	-3	-11	0.9	·	2	·	-31
> Cc1c(NC(=O)Nc2ccc(Cl)cc2)c(=O)n(-c2ccccc2)n1C
  6	-1	1	9	0.9	15	-2	2	-20
> CCOc1ccc(-c2n[nH]c(C)c2Oc2ccc(OC)cc2)c(O)c1
  2	8	1	15	1.1	-2	3	1	-15
> Cc1ccc(SCc2[nH]nc3c2C(c2ccco2)C(C#N)=C(N)O3)cc1 (configuration not stated)
  5	8	10	7	1	6	-1	-2	19
> COC(=O)C1=C(C)N(C)C(C)=C(C(=O)OC)C1c1ccccn1
  6	14	-2	4	1	9	1	-1	-7
> Cn1c(=O)[nH]c(=O)c2c1nc(N1CCCCC1)n2CCSc1ncccn1
  3	-7	4	-4	0.8	2	5	4	-4
> CN1CCN(c2nc3c(c(=O)[nH]c(=O)n3C)n2CCSc2ncccn2)CC1
  -7	4	-13	-11	0.9	24	3	6	-9
> O=C(CCSc1nnc(-c2ccncc2)o1)Nc1ccccc1
  -1	-1	-4	-1	0.9	14	1	3	-12
> Cc1ccc(S(=O)(=O)c2c(C)nn(C(C)(C)C)c2OC(=O)c2ccco2)cc1
  3	1	0	30	0.9	-4	-5	-2	0
> COc1cc(C(c2sc3nc(C)nn3c2O)N2CCc3ccccc3C2)cc(OC)c1OC (configuration not stated)
  6	3	-8	13	1	3	0	-4	1
> COc1ccc(-c2nsc(SCC(=O)Nc3cc(C)on3)n2)cc1
  5	10	4	7	0.9	4	-1	-2	8
> COc1ccc2ccccc2c1CN1CCCC(CO)C1 (configuration not stated)
  3	4	2	2	0.8	9	4	-4	1
> Brc1c(CSc2nncn2-c2ccccc2)nc2ncccn12
  5	9	-87[fluorescence artefact?]	-15	0.9	16	-3	2	7
> CCN(CC)CCOC(=O)c1cccc(Cl)c1
  2	-6	-2	12	0.9	0	-11	-2	0
> O=C(COC(=O)c1ccc(Br)c(S(=O)(=O)N2CCOCC2)c1)NCC1CCCO1 (configuration not stated)
  ·	0	-2	0	0.9	28	·	·	-22
> CCc1c(O)nc(SCC(=O)Nc2ccc(C)cc2)n(C2CCCCC2)c1=O
  0	-1	5	-4	0.9	5	-4	4	9
> CC(C)(C)NS(=O)(=O)c1ccc(CCC(=O)N2CCCCC2)cc1
  ·	6	3	3	0.9	16	·	·	-10
> C=C(C)Cn1c(=O)c2c(nc3n2CCN3c2cccc(Cl)c2C)n(C)c1=O
  4	-7	1	-24	0.9	12	-2	6	-1
> CN(CCNC(=O)c1ccc(/C=N/O)nc1)Cc1ccccc1
  7	6	3	-31	0.9	·	4	·	21
> Cc1cccc(NCC(O)Cn2cnc3c2c(=O)n(C)c(=O)n3C)c1 (configuration not stated)
  -5	3	2	21	1	4	-6	3	-2
> O=C(CSCc1ccccc1)N1CCN(Cc2ccc3c(c2)OCO3)CC1
  -4	-5	2	-16	·	1	-7	2	-18
> COCc1cc(C)nc(Nc2cc(C)ccc2C)c1C#N
  2	1	-5	1	1	16	3	-4	1
> COc1ccc(Cn2nnnc2C(C(C)C)N2CCN(c3ccccc3OC)CC2)cc1 (configuration not stated)
  5	11	-5	12	0.9	13	-2	-5	-12
> Cc1cc(N)c(-n2cc3c(=O)n(C)c(=O)n(C)c3c2)cc1C
  8	6	-11	-9	0.9	-6	6	6	-22
> CCOC(=O)c1cnc(N2CCOCC2)[nH]c1=O
  3	7	3	-21	0.9	-1	1	-8	6
> COc1cccc(N2CCN(CC(=O)Nc3nnc(-c4ccccc4)s3)CC2)c1
  0	6	2	8	1	20	-3	-5	13
> COc1ccc(N(CC(O)Cn2nnc3ccccc32)S(=O)(=O)c2ccc(C)cc2)cc1 (configuration not stated)
  2	10	1	-1	0.9	9	0	-2	1
> COc1cccc(-c2nnc3sc(-c4ccco4)nn23)c1
  -5	5	3	-18	0.9	·	3	·	7

Reprinted at random: 4 compounds from above, in no set order.
Sequence of screens – ROCK2 inh	PKA kinase inh	MMP13 inh	MKP-1 inh	TNAP act DEA	HEK293 NFkB inh	JNK3 inh	Jurkat viability	Cdc25B block
> COc1cccc(N2CCN(CC(=O)Nc3nnc(-c4ccccc4)s3)CC2)c1
  0	6	2	8	1	20	-3	-5	13
> Cc1cc(N)c(-n2cc3c(=O)n(C)c(=O)n(C)c3c2)cc1C
  8	6	-11	-9	0.9	-6	6	6	-22
> COc1cc(C(c2sc3nc(C)nn3c2O)N2CCc3ccccc3C2)cc(OC)c1OC (configuration not stated)
  6	3	-8	13	1	3	0	-4	1
> Cc1ccc(S(=O)(=O)c2c(C)nn(C(C)(C)C)c2OC(=O)c2ccco2)cc1
  3	1	0	30	0.9	-4	-5	-2	0

Following part
Sequence of screens – ROCK2 inh	PKA kinase inh	MMP13 inh	MKP-1 inh	TNAP act DEA	HEK293 NFkB inh	JNK3 inh	Jurkat viability	Cdc25B block
> Cc1cc2nsnc2c(S(=O)(=O)NCC(=O)O)c1C
  0	2	6	10	0.9	17	2	4	-11
> CCCc1cc(=O)[nH]c(SCC(=O)NC(=O)c2ccccc2)n1
  3	3	3	25	0.9	4	1	-5	1
> CCOc1ccccc1-n1nnnc1SCC(=O)Nc1cc(C)on1
  7	6	3	-1	0.9	13	-5	-4	-8
> CCOc1ccc(OCC)c(NC(=O)C2CCCN2S(=O)(=O)c2cccc3cccnc23)c1 (configuration not stated)
  -9	-2	-3	5	0.8	5	7	8	-3
> CC(C)(C)C1=C(C#N)C(c2ccc3c(c2)OCO3)C(C#N)=C(N)O1 (configuration not stated)
  5	1	3	-13	0.9	8	1	-4	7
> CCn1c2ccccc2c2nnc(SCc3ccc(C(=O)OC)o3)nc21
  6	8	0	18	0.9	12	0	-2	-6
> CN=C1SC(CC(=O)Nc2ccc(N3CCOCC3)cc2)C(=O)N1C (configuration not stated)
  1	0	0	5	1	8	-5	2	1
> CC(NC(=O)c1cn(C)c2ccc(S(=O)(=O)N3CCCC3)cc2c1=O)c1ccc2c(c1)OCCO2 (configuration not stated)
  ·	9	4	25	0.9	8	·	·	-7
> COc1cc(NC(=O)c2ccc(COCC(F)(F)F)o2)cc(OC)c1OC
  5	8	0	3	0.9	4	4	-2	-9
> Cc1nnc(NC2=NCCC2)o1
  6	4	2	15	0.9	10	3	0	0
> CCCc1nnc(SCC(=O)Nc2ccc(OCC)cc2)n1N
  3	9	4	12	0.9	2	2	-1	-20
> COc1cccc(-c2ccc(=O)n(CC(=O)NCCN3CCOCC3)n2)c1
  6	16	8	14	0.9	4	9	-5	2
> CCOC(=O)C1CCN(CC(=O)Nc2c(C(=O)OC)[nH]c3ccc(Cl)cc23)CC1
  -4	-3	-22	0	0.9	16	-8	44*	1
> CC(=O)N1C(C(=O)O)CSC1c1ccc(C)cc1 (configuration not stated)
  1	-11	4	3	0.9	6	6	-2	1
> Cc1c(C(=O)N2CCN(C)CC2)oc2ccc(S(=O)(=O)N3CCOCC3)cc12
  ·	-4	3	1	0.9	19	·	·	1
> COc1ccccc1N=C(C)C1=C(O)CSC1=O
  5	8	0	-4	1	-3	-3	-8	-5
> COC(=O)c1c(C)[nH]c(C(=O)OCc2ccc(F)cc2)c1C
  13	5	-5	-32	1	·	8	·	-24
> O=C(NCCCN1CCCC1=O)c1cccc(N2CCCC2=O)c1
  -2	6	-1	-7	1	14	8	-1	10
> O=C(O)C1C2C=CC(C2)C1C(=O)NCCc1ccccc1 (configuration not stated)
  7	4	0	-1	1	10	-1	0	-8
> Cc1c(=O)n(OCc2ccccc2)c2ccccc2[n+]1[O-]
  -9	-4	-2	4	0.9	14	-1	16	3
> COc1ccc(-c2nnc(SCC(=O)Nc3ccc(Cl)cc3)n2C)cc1
  0	13	0	2	0.9	17	3	-5	-11
> COC(=O)c1c(NC(=O)c2ccc(S(=O)(=O)N3CCOCC3)cc2)sc2c1CCN(C)C2
  5	9	-1	4	0.8	11	-2	-6	-4
> COC(=O)c1ccccc1N1C(=O)C2C(C1=O)C1C=CC2C12CC2 (configuration not stated)
  3	6	-1	20	0.9	11	0	2	-29
> CCOC(=O)C1=C(C)NC(=O)C(C#N)C1c1ccncc1 (configuration not stated)
  -3	1	1	-6	0.9	11	7	3	-6
> CCCCN(C)CCCNC(=O)C1CC(=O)N(Cc2ccc(OC)cc2)C1 (configuration not stated)
  ·	7	2	-5	1	20	·	·	-2
> COCCNC(=O)Cn1nc(C(F)(F)F)c(Cl)c1C
  -7	-2	4	8	0.9	4	1	3	-3
> CCCS(=O)(=O)N1CCCC(C(=O)NCc2ccc3c(c2)OCO3)C1 (configuration not stated)
  9	5	-2	-1	0.9	22	4	-2	-13
> COC(=O)C(NC(C)=O)(Nc1ccccc1)C(=O)OC
  9	7	1	-17	0.9	·	-6	·	-14
> Cc1ccccc1S(=O)(=O)Cc1ccc(C(=O)NCCCOC(C)C)o1
  5	6	-4	18	0.9	11	-4	-2	-1
> COc1ccccc1NC(=O)c1cc2ccc(O)cc2o/c1=N\O
  -1	3	-8	11	1	17	13	12	0
> CC(=O)c1c(N2CCOCC2)nc(=S)n(-c2cc(C)ccc2C)c1C
  5	12	3	9	1	7	1	-3	-10
> C=CCN(CC=C)C(=O)Nc1cc(Cl)ccc1OC
  -2	-6	2	-5	0.8	16	-4	3	5
> O=C(NC1CCCCC1)C(c1ccco1)N(Cc1cccnc1)C(=O)C1COc2ccccc2O1 (configuration not stated)
  7	12	5	-7	1	17	5	-7	2
> COc1cc2c(cc1NC(=O)COC(=O)Cn1cnc3ccccc31)oc1ccccc12
  0	24*	2	35	0.9	8	3	6	-2
> COC(=O)c1ccccc1NC(=O)C1CC(=O)N(C2CCCCC2)C1 (configuration not stated)
  4	6	-4	-1	1	13	4	0	-1
> O=C1CC(c2ccncc2)c2cc3c(cc2N1)OCCO3 (configuration not stated)
  5	4	-2	0	0.9	18	6	-5	-13
> O=c1cc(-c2ccccc2)nc(N2CCN(Cc3ccc4c(c3)OCO4)CC2)[nH]1
  6	4	2	34	1	8	4	-2	-1
> Cc1ccccc1NC(=O)C1CCN(c2cnccn2)CC1
  -2	2	-5	-6	0.9	16	5	0	-23
> O=C1C(=O)N(CCO)C(c2ccccc2)/C1=C(\O)c1ccccc1 (configuration not stated)
  4	4	-4	1	1	2	8	-6	-1
> C=CCC(NCc1ccccc1)c1ccco1 (configuration not stated)
  2	4	3	-4	1	14	-4	-9	-8
> CCOC(=O)N1CCC(Nc2ncnc3c2cnn3-c2ccc(C)cc2C)CC1
  -2	8	0	2	0.9	18	1	30	-7
